Assay outcomes deposited in PubChem by National Center for Advancing Translational Sciences (NCATS).
ELG1 genotox – qHTS screen for small molecules that induce genotoxicity in human embryonic kidney (HEK293T) cells expressing luciferase-tagged ELG1 | HEK293T ELG1-luciferase reporter, luminescence, 16 h | Potency, µM (titrated, usually from 46 µM), without a hit: at the highest dose activity change, positive = activation, usual class: activators | actives 1.3% (n = 330,000); further: potency means the concentration at half of the fitted maximal effect; % of control where 0% means no effect; nearly all actives have a fitted effect of over 60% in size
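Cells (2,000/well) expressing the ELG1-luciferase fusion are dosed by pin tool and kept 16 hr at 37 °C, 5% CO2. Signal comes from ONE-Glo luciferase reagent after 30 min at room temperature.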
NPC1 prom act – qHTS Assay for NPC1 Promoter Activators | Potency, µM (titrated, usually from 9.22 µM), for the others: top-dose activation, actives largely listed as activators | Huh7 NPC1 promoter luciferase reporter, 24 h | actives 2.4% (n = 320,000);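 further: potency means the concentration at half of the fitted maximal effect; % of control where 0% means no effect; nearly all actives have a fitted effect of over 60% in size; reporter is driven by a mutant NPC1 promoter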
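Stable NPC1-promoter luciferase Huh7 line; cpd (DMSO) 24 h, 37 °C, 5% CO2; Amplite luciferase reagent 10 min RT; luminescence readout. qHTS format.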
Giardia killer – Small Molecules that selectively kill Giardia lamblia: qHTS; Giardia lamblia trophozoite viability; activity change, % at 7.66 µM, hits read low; actives 0.15% (n = 340,000); in the data active means activity change below about -80%; inconclusive means between about -30% and that limit;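 further: parasites exposed to compound for two days anaerobically before the ATP read; on the % scale 0 is the no-effect control and ±100 the full control effect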
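Killing of trophozoites was scored by loss of ATP luminescence after a 48 hrs anaerobic exposure to compounds at 37 deg C, using 100 cells per well.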
VP16 counter – VP16 counterscreen qHTS for inhibitors of ROR gamma transcriptional activity; Drosophila S2 Gal4-VP16 UAS-luciferase, luminescence, 20 h; Potency, µM (doses to about 53.6 µM), inactives show at the highest dose activity, negative = inhibition, usual class: inhibitors; actives 3.5% (n = 310,000); AID 2546, 2010;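 further: Gal4-VP16 expression switched on by copper sulfate through the metallothionein promoter; potency means the concentration at half of the fitted maximal effect; on the % scale 0 is the no-effect control and ±100 the full control effect; nearly all actives have a fitted effect of over 50% in size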
Menin MLL FP TR – qHTS Assay for Inhibitors Targeting the Menin-MLL Interaction in MLL Related Leukemias: Competition With Texas Red Labeled MLL-derived Mutant Peptide; O00255; Menin + Texas Red MLL mutant peptide, fluorescence polarization; Potency, µM (series often up to 61.6 µM), without a hit: at the highest dose FP activity change, negative = inhibition, most hits filed as inhibitors; actives 0.23% (n = 270,000); AID 1768, 2009; active means well fitted inhibition curve with a large enough effect in the polarisation, with a control signal flat, not every such curve was filed as active; inconclusive means small, poorly fitted or top-dose-only effect, or effect the other way, or a change in a side signal; inactive means no such curve, though single readings can be large or run the other way; the % refers to the polarisation; further: potency means the concentration at half of the fitted maximal effect; % of control where 0% means no effect; many of its hits are not listed in these tables
p53 reactivation – qHTS assay for re-activators of p53 using a Luc reporter | Potency, µM (series often up to 92.2 µM), for the others: at the highest dose activity change, positive = activation, usual class: activators | actives 0.063% (n = 320,000) | H1299 p53-A138V BP100-luciferase reporter, luminescence, 24 h; further: potency means the concentration at half of the fitted maximal effect; % of control where 0% means no effect; nearly all actives have a fitted effect of over 45% in size
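p53-null H1299 cells stably carrying temperature-sensitive p53-A138V and a BP100-luciferase reporter were pinned with compounds (4-point, 1:5 series) and held 24 hrs at 37 deg C. Luminescence was read 10 min after detection reagent.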
FLuc counter – qHTS profiling assay for firefly luciferase inhibitor/activator using purifed enzyme and Km concentrations of substrates (counterscreen for miR-21 project); Luciferin 4-monooxygenase (Photinus pyralis), P08659; purified FLuc, Km substrates, luminescence inhibition; Potency, µM (series often up to 57.5 µM), without a hit: at the top dose activity change, negative = inhibition, hits mostly inhibitors; actives 6.9% (n = 360,000);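 further: potency means the concentration at half of the fitted maximal effect; plate controls were vehicle for no effect and reference inhibitor for full effect; nearly all actives have a fitted effect of over 55% in size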
Target sequence (P08659 whole entry, looked up): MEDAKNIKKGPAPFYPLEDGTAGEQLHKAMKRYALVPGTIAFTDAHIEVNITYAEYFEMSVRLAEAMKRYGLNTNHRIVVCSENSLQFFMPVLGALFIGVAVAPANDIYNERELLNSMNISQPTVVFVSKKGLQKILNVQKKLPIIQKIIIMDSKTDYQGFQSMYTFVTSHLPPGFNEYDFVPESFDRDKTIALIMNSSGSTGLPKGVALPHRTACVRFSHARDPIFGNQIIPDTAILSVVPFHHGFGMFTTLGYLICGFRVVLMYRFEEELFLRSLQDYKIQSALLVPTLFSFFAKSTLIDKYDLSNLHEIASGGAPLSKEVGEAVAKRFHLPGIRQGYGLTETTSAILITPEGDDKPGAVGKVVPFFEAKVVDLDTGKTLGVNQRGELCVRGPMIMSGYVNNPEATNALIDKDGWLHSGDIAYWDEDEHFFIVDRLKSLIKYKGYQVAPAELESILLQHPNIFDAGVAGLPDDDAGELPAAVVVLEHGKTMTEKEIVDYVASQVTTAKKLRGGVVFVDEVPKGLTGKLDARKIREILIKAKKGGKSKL
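Purified P. pyralis luciferase, 10 nM final, with Km-level 10 uM D-luciferin and 10 uM ATP in 50 mM Tris acetate pH 7.5, 10 mM Mg acetate, 0.01% Tween-20, 0.05% BSA; 6-point qHTS titration about 60 µM downward; luminescence read.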
BRCA1 expr up – qHTS Assay to Identify Small Molecule Activators of BRCA1 Expression; MCF7-BRCA1-FFLuc reporter, luminescence, 48 h; response scale: scaled: vehicle 0%, 10 µM genistein 100%; Potency, µM (titrated, usually from 46.1 µM), inactives show at the highest dose activation, hits mostly activators; actives 1.1% (n = 380,000); AID 624202, 2012; further: potency means the concentration at half of the fitted maximal effect; nearly all actives have a fitted effect of over 80% in size; some results filed as inactive show a strong effect at the top dose
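MCF7-BRCA1-FFLuc, 2000 cells/well; 2 h attach, 37 °C/5% CO2; compound 48 h; luciferase substrate 15 min; luminescence end-point. Norm. to genistein 10 microM max activation and DMSO; concentration-response curves fitted.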
PKM2 act – qHTS Assay for Activators of Human Muscle isoform 2 Pyruvate Kinase; actives 0.34% (n = 260,000); purified PKM2, Kinase-Glo ATP luminescence, activation; response scale: 0% is enzyme alone, no compound; Pyruvate kinase PKM (Homo sapiens), P14618; Potency, µM (top dose mostly 57.5 µM), for the others: top-dose activation, usual class: activators; further: potency means the concentration at half of the fitted maximal effect; on the % scale 0 is the no-effect control and ±100 the full control effect; nearly all actives have a fitted effect of over 55% in size
Target sequence (P14618 whole entry, looked up, canonical isoform): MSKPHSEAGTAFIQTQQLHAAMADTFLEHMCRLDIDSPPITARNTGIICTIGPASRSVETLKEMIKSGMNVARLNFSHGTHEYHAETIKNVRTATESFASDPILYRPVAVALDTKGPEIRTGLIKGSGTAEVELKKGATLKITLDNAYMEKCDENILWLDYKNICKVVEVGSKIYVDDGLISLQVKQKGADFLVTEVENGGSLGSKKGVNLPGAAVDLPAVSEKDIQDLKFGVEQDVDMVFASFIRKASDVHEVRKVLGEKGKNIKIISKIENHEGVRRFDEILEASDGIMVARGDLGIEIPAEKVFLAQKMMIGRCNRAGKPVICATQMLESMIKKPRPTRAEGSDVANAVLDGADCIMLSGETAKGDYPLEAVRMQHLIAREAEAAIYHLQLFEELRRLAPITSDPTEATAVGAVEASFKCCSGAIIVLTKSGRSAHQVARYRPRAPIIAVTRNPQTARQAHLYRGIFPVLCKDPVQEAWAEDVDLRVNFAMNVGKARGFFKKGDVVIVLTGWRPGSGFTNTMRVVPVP
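ATP formation by purified human PK-M2, quantified via coupled luciferase luminescence after 1 h at room temperature with 0.1 mM ADP and 0.5 mM PEP final.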
RORg inh – qHTS for inhibitors of ROR gamma transcriptional activity | Nuclear receptor ROR-gamma (Mus musculus), P51450 | Drosophila S2 Gal4-RORgamma UAS-luciferase reporter, 20 h | Potency, µM (top dose mostly 53.6 µM), inactives show at the top dose activity change, negative = inhibition, hits mostly inhibitors | actives 5.4% (n = 310,000) | AID 2551, 2010; further: potency means the concentration at half of the fitted maximal effect; on the % scale 0 is the no-effect control and ±100 the full control effect; nearly all actives have a fitted effect of over 60% in size
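Drosophila S2 cells stably expressing Gal4-DBD/mouse RORγ fusion under metallothionein promoter plus UAS-luciferase; compound 1 h, then 700 uM CuSO4 induction for 20 h at ambient temperature; inhibition read as reduced luminescence.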
Rab9 prom act – qHTS Assay for Rab9 Promoter Activators; Potency, µM (series often up to 9.22 µM), for the others: at the top dose activation, negative = inhibition, actives largely listed as activators; Huh7 Rab9 promoter-luciferase reporter, luminescence, 24 h; AID 485297, 2010; actives 2.8% (n = 320,000); further: potency means the concentration at half of the fitted maximal effect; % of control where 0% means no effect; nearly all actives have a fitted effect of over 60% in size
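Luminescence read-out: Huh7 cells stably expressing Rab9-luciferase, treated 24 h with compound at 37 °C, then lysed with luciferase reagent for 10 min at ambient before reading.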
Starred values were filed as active, the others as inactive; ? = inconclusive; . = no result given; & = joins results of further samples; [ ] = dose if it differs, or a comment. Unless noted, the call rests on the fitted dose curve; in most records, active means well fitted curve in the direction sought with a large enough effect; inconclusive means small, poorly fitted or top-dose-only effect, or another doubt; inactive means no such curve, though single readings can be large; an effect the other way counts as inactive or inconclusive. The list is partial (hit frequency here may not be typical).

SMILES | ELG1 genotox | NPC1 prom act | Giardia killer | VP16 counter | Menin MLL FP TR | p53 reactivation | FLuc counter | BRCA1 expr up | PKM2 act | RORg inh | Rab9 prom act
O=C(Cc1ccc2c(c1)OCCO2)Nc1cccc(S(=O)(=O)N2CCOCC2)c1 | 0.0% | -9.8% | 7.8 | . | . | ? | -7.8% | -15.5% | . | . | -1.8%
COc1ccc(NC(=O)CS(=O)c2ccc(Cl)c(Cl)c2)cc1 (centres undefined) | -4.0% | 0.6% | -12.4 | 0.7% | 0.2% | -13.4% | 0.2% | -1.8% | 0.1% | -2.6% | 7.8%
O=C(Nc1cc([N+](=O)[O-])ccc1N1CCOCC1)c1cccs1 | 12.5% | 6.1% | 30.2[activator] | 20.8% | . | 2.2% | ? | -1.1% | 1.9% | ? | -6.0%
CN(CC(=O)Nc1ncn[nH]1)S(=O)(=O)c1cc(Cl)ccc1Cl | 12.7% | -3.1% | 6.9 | -0.1% | -7.5% | -2.1% | 2.4% | -5.1% | -7.9% | -0.3% | 0.7%
Cc1cc(OCc2cc(C(=O)N3CCN(CC4CC4)CC3)no2)cc(C)c1Cl | 4.3% | -5.9% | 2.9 | -1.8% | . | -0.8% | -1.0% | -1.9% | . | ? | 0.0%
CCOc1ccc(N2C(=O)Nc3ccc(Br)cc3C2(O)C(=O)NCCN(C)C)cc1 (centres undefined) | -1.1% | 0.0% | 3.6 | 8.0% | 12.1% | -5.1% | -0.6% | -8.5% | . | -0.5% | -1.4%
CC(=O)Nc1ccc(C(=O)OCC(=O)Nc2ccc([N+](=O)[O-])cc2C(F)(F)F)cc1 | 7.4% | -0.3% | 18.9 | -2.8% | -1.0% | 6.4% | -0.9% | -5.7% | -6.4% | 31.2% | -2.0%
CCC(C)N(C(=O)Cn1nnc2ccccc21)C(C(=O)NCc1ccco1)c1cccc(OC)c1 (centres undefined) | 0.7% | -2.0% | 2.3 | 2.5% | -2.2% | 7.0% | 0.4% | -44.7% | -2.6% | ? | -8.2%
CCCCCN(C(=O)NC(=O)Nc1cccc(C)c1C)S(C)(=O)=O | -9.2% | -8.0% | -3.3 | -4.2% | -14.7% | 1.1% | -0.1% | 0.0% | -1.0% | 20.5% | 11.8%
O=C(CSc1n[nH]c(-c2ccco2)n1)Nc1sc2c(c1C(=O)Nc1ccccc1)CCCC2 | -11.5% | 0.9% | -22.9 | 7.3% | -20.3% | -5.8% | 9.9% | -2.4% | 4.4% | ? | 0.2%
CN1CCc2c(OCC(=O)NC3CCCCC3)cccc2C1=O | -0.2% | 2.2% | 14.0 | -18.0% | -14.6% | 4.4% | 0.9% | -10.4% | -21.1% | 3.0% | 0.8%
CCNc1nc(NCC)nc(C(=O)Nc2ccccc2)n1 | -0.7% | ? | 9.7 | -3.2% | -3.8% | 0.7% | 0.6% | -5.7% | 1.5% | 3.4% | ?
Cc1cc(=O)[nH]c(SCC(=O)NC(c2ccccc2)c2ccccc2)n1 | 3.0% | -1.5% | -11.6 | 3.6% | -16.0% | -1.8% | -19.1% | -8.4% | 3.4% | 11.9% | -0.3%
O=C(Nc1cccc2ncccc12)c1ccc(F)cc1 | 1.0% | -3.8% | 22.5 | -12.9% | 8.0% | -4.0% | 0.3% | -28.9% | 0.7% | 1.2% | -9.1%
Cc1cccc(/C=N/n2c(C)nc3ccccc3c2=O)c1 | -1.4% | -4.2% | 1.7 | 7.2% | -25.9% | 14.7% | -17.7% | 9.7% | . | 16.2% | 7.7%
O=C(NNC(=S)NC(=O)c1ccccc1)c1cccnc1 | -3.4% | 2.1% | -6.9 | ? | 18.0% | 19.9% | -0.4% | -21.5% | 1.3%[0.46 µM] | ? | -2.3%
CCOc1ccc(NC(=O)Nc2c(C)n(C)n(-c3ccccc3)c2=O)cc1 | -2.0% | -0.4% | 33.4[activator] | -5.9% | -10.4% | 1.9% | -3.5%&-8.3% | -0.3%&-12.4% | . | -1.9% | -3.3%[1.84 µM]
Cn1cc(C(c2ccccn2)c2cn(C)c3ccccc23)c2ccccc21 | -0.8% | 0.9% | -9.3 | -18.1% | . | -4.4% | -2.0% | -65.2% | 0.1% | ? | -0.7%
CCN(c1ccc(OC)cc1)S(=O)(=O)c1ccc2c(c1)CC(C)N2C(=O)C1CC1 (centres undefined) | -0.8%[9.26 µM] | -0.9% | -3.0 | -12.3% | 7.6% | 6.2% | -14.2% | -19.3% | . | -10.4% | 0.1%
C/C=C(\C)CN1CCN(c2cccc(C)c2C)CC1 | -4.2% | -4.0% | -23.8 | 5.1% | -2.4% | 7.6% | 5.0% | 2.7% | 7.8% | -4.6% | 2.9%
CCCN1CC=C2C(C#N)=C(N)C(C#N)(C#N)C(c3cc(OC)ccc3OC)C2C1 (centres undefined) | -0.1% | -5.4% | -24.4 | -15.0% | -20.9% | -1.7% | -2.9% | -9.1% | 1.0% | -31.4% | 1.3%
CC(=O)c1ccc(N(CC(=O)NC2CCCC2)C(=O)c2csnn2)cc1 | 6.2% | -1.5% | 15.0 | 7.5% | 7.5% | 13.2% | -0.1% | 10.2% | . | 6.7% | 14.1%
Nc1sc2c(c1C(=O)NC1CCS(=O)(=O)C1)CCCC2 (centres undefined) | -3.0% | 3.1% | 11.8 | -11.4% | 1.3% | ? | -2.4% | -6.7% | -0.6% | ? | 0.3%
C=CCc1c(C)nc(C)nc1N/N=C/c1ccc([N+](=O)[O-])cc1 | -2.9% | -4.3% | 4.7 | -4.4% | 7.1% | -0.9% | 1.5% | -15.7% | -2.0% | 11.2µM* | -2.8%
O=c1cc(Nc2ccc3c(c2)OCCO3)[nH]c(=O)n1-c1ccc(Cl)cc1 | -17.6% | 0.8% | 0.3 | -2.0% | 12.2% | ? | -1.0% | 1.1% | -2.8% | 34.8% | -1.4%
CC(C)N(Cc1nc(-c2ccccc2)no1)S(=O)(=O)c1ccccc1 | -7.3% | 3.7% | -2.9 | 6.9% | 6.9% | -2.1% | 3.0% | -4.3% | 7.1% | 27.3% | -4.7%
CCC(C(=O)NNC(=O)c1cnccn1)c1ccccc1 (centres undefined) | -3.7% | -1.4% | 10.4 | 15.8µM* | -2.6% | 8.5% | -0.9% | -39.6% | -3.3% | 11.2µM* | -1.1%
O=C(CN1CCOCC1)Nc1cc(Cl)ccc1Cl | -5.7% | 5.6% | -2.8 | 1.1% | 13.4% | 2.1% | -5.3% | -1.1% | 0.8% | 14.2% | 9.7%
Cc1cccc(-n2c(CNC(=O)c3ccc(S(=O)(=O)N4CCCC4)cc3)n[nH]c2=S)c1 | -0.5% | -1.9% | 17.0 | 3.9% | -7.1% | 0.1% | -1.1% | 4.1% | -5.2% | -24.8% | -0.2%
CC(C)c1ccc(S(=O)(=O)NC2CCS(=O)(=O)C2)cc1 (centres undefined) | -0.3% | -0.5% | 14.5 | . | . | -7.3% | 4.0% | -4.6% | . | . | -9.3%
COc1ccc(-n2ncc3c(NCC4CCCO4)ncnc32)cc1 (centres undefined) | 11.7% | 0.562µM* | -0.5 | ? | -12.2% | 10.0% | 10.7µM* | ? | -2.7% | -35.4% | 0.891µM*
CCCSc1nc2c(cnn2-c2ccc(F)cc2)c(=O)[nH]1 | 2.6% | -2.0% | 13.2 | 2.3% | 13.6% | 0.6% | -0.8% | -0.7% | 2.8% | 10.2% | 0.4%
CC1CC(Nc2ccccc2)c2ccccc2N1C(=O)c1ccco1 (centres undefined) | 1.7% | -2.2% | 23.3 | 21.0% | . | -6.8% | -2.5% | -11.9% | -0.3% | -27.2% | -7.7%
c1ccc(N/N=C(\Cc2nc3ccccc3[nH]2)c2ccccc2)cc1 | ? | ? | 5.9 | ? | ? | ? | 7.57µM* | 38.9% | 5.0% | -15.5%[10 µM] | 24.9%
